Assay outcomes deposited in PubChem by several laboratories.
M1AAP inhibition = P. falciparum M1AAP inhibitors, biochemical, fluorogenic H-Leu-NHMec substrate, 1536-well (AID 1445) | inhibition, % at 30 µM, or IC50 in µM where a hit was titrated | 220,000 tested, 0.42% active | Aminopeptidase N (Plasmodium falciparum (isolate 3D7)) | recombinant M1AAP, H-Leu-NHMec fluorogenic kinetic assay; higher % means a stronger effect;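 active means primary inhibition above the hit cutoff, then over 50% inhibition at one or more dose response concentrations, cut at about 23% in these data, passing the limit was not always enough; inconclusive means conflicting primary data, or primary hits not chosen for dose response; inactive means low primary inhibition, or under 50% at every dose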;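 further: plate controls were DMSO full reaction for no effect and no enzyme background for full effect; strong numbers were not always called active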
ER stress rescue = rescue of cells from ER stress-induced death, primary screen, 384-well, CSM14.1, thapsigargin, ATP luminescence (AID 1222); CSM14.1 thapsigargin-induced death rescue, ATP luminescence; higher % means a stronger effect; cellular ATP content (survival), % at 20 µM; hits with a dose series show EC50 in µM; 190,000 tested, under 10 active;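 active means EC50 below 50 µM in the dose-response confirmation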;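 further: death triggered by thapsigargin at about 15 µM added after 2 h compound pretreatment; cell ATP read after overnight thapsigargin exposure of roughly 18 to 22 hours; normalized against plate controls of thapsigargin alone and 5% DMSO vehicle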
XIAP antagonists = XIAP antagonists, biochemical, IAP family, fluorescence polarization (AID 1018). E3 ubiquitin-protein ligase XIAP (Homo sapiens). XIAP BIR domain, fluorescence polarization peptide displacement; higher % means a stronger effect. displacement, % at 20 µM; hits with a dose series show IC50 in µM. 200,000 tested, 0.007% active; in the data active means displacement above about 50%; further: a part of the inactive calls stands beside numbers as strong as those of hits
Siah-1 displacement = Siah-1 peptide-binding antagonists, primary screen, biochemical, fluorescence polarization, rhodamine-plectin, uHTS (AID 1817); Siah-1 / rhodamine-plectin peptide fluorescence polarization; higher % means a stronger effect; 290,000 tested, 0.02% active; E3 ubiquitin-protein ligase SIAH1 (Homo sapiens); displacement, % at 20 µM, or IC50 in µM where a hit was titrated;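 active means displacement of at least 50% at 20 µM, with a fluorescence ratio check between 0.3 and a set limit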;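 further: plate controls were Siah plus tracer with DMSO for no effect and tracer alone without Siah for full effect; strong numbers were not always called active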
Yfh1-depleted yeast = enhancers of respiration in Yfh1-depleted yeast, dose response, Friedreich's ataxia, plus single-dose screen (AID 1465); 220,000 tested, 0.074% active; fold induction at 50 µM; hits with a dose series show EC50 in µM; S. cerevisiae Yfh1-off respiration, WST-1 reduction, 72 h; higher fold induction means a stronger effect;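 active means fold induction of absorbance versus untreated yeast above a set limit, then at least 30% activation at any dose in follow-up; inconclusive means repeats straddling the limit, or above it without dose testing; inactive means fold induction below the set limit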;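 further: activators that raise dye reduction in frataxin-depleted yeast; strong numbers were not always called active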
P. falciparum M17LAP = P. falciparum M17LAP inhibitors, primary screen, biochemical, fluorogenic H-Leu-NHMec substrate, 1536-well (AID 1619). one-dose inhibition, % at 30 µM; IC50 in µM for titrated hits. recombinant M17LAP, H-Leu-NHMec fluorogenic kinetic assay; higher % means a stronger effect. 220,000 tested, 0.38% active. Leucine aminopeptidase (Plasmodium falciparum (isolate 3D7));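 active means compound inhibiting the enzyme by more than half at any dose during confirmatory dose-response retesting; inconclusive means strong single-dose inhibitors picked by rank but not retested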;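 further: plate controls were full reaction with DMSO carrier for no effect and no enzyme background for full effect; strong numbers were not always called active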
PMI inhibition = human PMI inhibitors, high substrate, primary screen, biochemical, fluorescence intensity, high mannose 6-phosphate (AID 1220); Mannose-6-phosphate isomerase (Homo sapiens); recombinant PMI enzyme, coupled fluorescence intensity; higher % means a stronger effect; one-dose inhibition, % at 20 µM; IC50 in µM for titrated hits; 190,000 tested, 0.66% active; in the data active means inhibition above about 50%
PhoP inhibition = inhibitors of PhoP regulon expression, primary screen, Salmonella Typhimurium, GFP reporter (AID 1863) | S. Typhimurium PhoP-regulated promoter GFP reporter, 4 h; higher % means a stronger effect | inhibition, % at 50 µM, or IC50 in µM where a hit was titrated | 300,000 tested, 0.16% active;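 active means inhibition over 29.93%, a cutoff 3 SD above the screen mean, later confirmed by dose response; inconclusive means inhibition over 29.93% but no dose response follow-up; inactive means inhibition at most 29.93% or unconfirmed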;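 further: 0% = low Mg2+ inducing control and 100% = high Mg2+ repressing control; strong numbers were not always called active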
West Nile antiviral = West Nile virus antiviral activity, cell-based, CPE readout (AID 1621); West Nile virus-infected cells, CPE inhibition; higher % means a stronger effect; CPE inhibition, % at 10 µM; hits with a dose series show IC50 in µM; 290,000 tested, 0.02% active; in the data active means a potency from the dose series; inconclusive means CPE inhibition mostly from about 3.7% at the one dose, without a potency; inactive means the rest, 99 in 100 with CPE inhibition below about 2.2%; further: strong numbers were not always called active
Numbers without * were called inactive; i = inactive; ? = inconclusive; nt = no result given; & = joins results of further samples.

SMILES | M1AAP inhibition | ER stress rescue | XIAP antagonists | Siah-1 displacement | Yfh1-depleted yeast | P. falciparum M17LAP | PMI inhibition | PhoP inhibition | West Nile antiviral
CC(NC(=O)Nc1ccc(Cl)c(Cl)c1)C(c1ccccc1)N1CCOCC1 (stereo unspecified) | 4% | -3.1% | -5.8% | -1% | i | -4% | 18% | 5% | -1.5%
C/C(N=Nc1nc2ccccc2s1)=N\Nc1ccccc1O | -14% | nt | nt | 6% | i | -13% | nt | -8% | -0.3%
c1ccc(Nc2c(-c3ccco3)nc3ccccn23)cc1 | ? | -2.3% | -4.1% | -1% | i | -31% | 4% | -15% | -1.4%
CNc1[nH]ncc1[N+](=O)[O-] | 12% | nt | -2.2% | 3% | i | 25% | 3% | -3% | -0.2%
CN(C)S(=O)(=O)c1cccc(NC(=S)NCCCn2ccnc2)c1 | -1% | -2.0% | -16% | 2% | i | 3% | 10% | 6% | 0.8%
COc1ccc(S(=O)(=O)N(C(C)=O)c2ccc3oc(=O)sc3c2)cc1 | 15% | -0.4% | -6.2% | -7% | i | -10% | 2% | -16% | -1.0%
c1ccc(-n2nnnc2Sc2ncnc3sc4c(c23)CCCC4)cc1 | 4% | -2.3% | -5.4% | 1% | i | 1% | 10% | -4% | -0.3%
CC(=O)N(C)c1nnc(-c2ccccn2)s1 | -4% | -1.8% | -3.1% | 5% | i | -3% | -4% | 8% | -0.1%
Nc1nc(-c2ccc([N+](=O)[O-])cc2)cs1 | 4% | -1.3% | -12% | 6% | i | 3% | -13% | 15% | -0.2%
C[C@@H]1O[C@@H](OC[C@H]2O[C@@H](Oc3c(-c4ccc(O)c(O)c4)oc4cc(O)cc(O)c4c3=O)[C@H](O)[C@@H](O)[C@@H]2O)[C@H](O)[C@H](O)[C@H]1O | 7% | 0.4% | -5.6% | 10% | i | 0% | 18% | -1%&-9% | -0.8%
Cc1cc([N+](=O)[O-])nn1CCCC(=O)Nc1sc2c(c1C(N)=O)CCC(C)C2 (stereo unspecified) | 4% | -1.9% | 0.5% | 5% | i | -15% | -1% | -15% | -1.2%
NC(=O)C1(N2CCCCC2)CCN(C(=S)Nc2ccc(Cl)cc2)CC1 | 2% | -1.1% | 1.1% | -2% | i | -5% | 2% | 1% | -0.3%
CCOC(=O)C(Sc1ncc(C#N)c(N)n1)C(C)C (stereo unspecified) | 8% | -0.6% | -4.9% | 1% | i | -11% | 1% | 21% | 0.1%
Brc1ccc(-c2noc(COc3ccc4ccccc4c3)n2)o1 | 20% | -0.4% | -1.2% | 3% | i | -6% | 5% | -7% | -0.2%
CC(C)NC(=O)c1cc(-c2ccco2)on1 | -2% | 0.0% | -3.6% | -1% | i | 6% | 13% | 5% | 0.2%
O=C(c1ccc([N+](=O)[O-])cc1)N1CCN=C1SCc1ccccc1 | 0% | 2.2% | -3.6% | -4% | i | -4% | 3% | 2% | -0.4%
COc1cccc(CC(=O)Nc2ccc3nc(C)sc3c2)c1 | -1% | -1.1% | -33% | 8% | i | 26% | -5% | 2% | -0.2%
COc1ccc(COC(=O)Nc2cn(C)nc2C(F)(F)F)cc1 | 3% | 0.5% | -4.8% | 2% | i | -2% | -7% | -2% | -0.4%
COCn1c(COc2ccc3ccccc3c2)nc2ccccc21 | 2% | -0.5% | 0.1% | 7% | i | 15% | 7% | 2% | -0.4%
CCOC(=O)c1c(NC(=O)CN2CCCCC2)sc2c1CCCC2O (stereo unspecified) | 7% | -0.2% | -4.5% | -4% | i | 15% | 1% | 10% | 0.2%
Cc1ccc(CNC(=O)CCCNC(=O)c2ccc(Cl)cc2)n1C | 4% | 0.2% | -3.2% | -2% | i | 12% | 2% | 0% | 0.1%
Cc1oc(-c2ccc(Cl)cc2)nc1CN1CCCC(C(=O)NCc2ccccn2)C1 (stereo unspecified) | 17% | -0.2% | 0.6% | -4% | i | 16% | 9% | -4% | -0.7%
CC(C)c1ccc2[nH]c(O)c(N=NC(=O)c3cccc(S(=O)(=O)Nc4cccc(Cl)c4)c3)c2c1 | -6% | nt | nt | -1% | i | -3% | nt | -5% | 0.4%
CC1(C)CC(=O)C2=C(C1)OC(=O)CC2c1cccs1 (stereo unspecified) | 8% | nt | nt | 1% | i | -2% | nt | -7% | 0.1%
CC(=O)c1cc(C#N)c(SCc2ccncc2)nc1C | 7% | 4.2% | -3.2% | 0% | i | 11% | 5% | -3% | 0.2%
COC(=O)c1ccc(NC2=CC(=O)CC(C)(C)C2)cc1 | 11% | 2.4% | -2.4% | -3% | i | 44% | 0% | 0% | 0.2%
Cn1c(Sc2ccc(Br)cc2)c(C=O)c2ccccc21 | 2% | -0.4% | -4.7% | 4% | i | 6% | 14% | -3% | -0.3%
S=C(NC1CCCC1)N1CCN(c2cccc(Cl)c2)CC1 | -1% | 3.1% | -2.9% | 9% | i | -2% | -2% | -5% | -0.7%
Cc1nnc(SCC(=O)N2CCC(C(=O)Nc3nccs3)CC2)n1Cc1ccccc1 | 3% | -2.7% | -2.0% | 5% | i | 1% | -9% | -5% | 0.5%
CCOc1cc2[nH]c(=S)n(CCCN3CCOCC3)c(=O)c2cc1OCC | 10% | -1.9% | -2.7% | 4% | i | 3% | -5% | 4% | -0.2%
CS(=O)(=O)N(CC(O)CON=C1c2ccccc2-c2ccccc21)c1ccc(F)cc1 (stereo unspecified) | 4% | 3.5% | -5.5% | 0% | i | 13% | 8% | -7% | -0.3%
O=C1OCC(CO)(CO)N=C1NNc1ccccc1Cl | 3% | 0.4% | 0.0% | 5% | i | 32% | -100% | 6% | 0.7%
NS(=O)(=O)c1ccc(N/C=C\C(=O)c2ccncc2)cc1 | 13% | 2.3% | -4.5% | -5% | i | 0% | -10% | -4% | 0.1%
COC(=O)CCC(=O)OC1(C)C(=O)C=C2C=C(C3CC3)N(c3cccc(C#N)c3)C=C2C1=O (stereo unspecified) | 9% | nt | nt | 10% | i | 9% | nt | -10% | 0.1%
CCN1CCN(CCC(=O)Nc2ccc3c(c2)OCO3)CC1 | 4% | 0.1% | -2.6% | 42% | i | -12% | -15% | 1% | 0.2%
CN(CC(=O)Nc1ccccc1C(F)(F)F)C(=O)COc1ncnc2ccccc12 | 4% | nt | -6.8% | 0% | i | -16% | -5% | -3% | -0.3%
CN(C)CCC(=O)c1ccc(Cl)cc1 | 3% | -1.7% | -1.2% | -4% | i | -2% | 48% | -2% | 2.9%
COC(=O)CNC(=O)COc1ccccc1 | -3% | -4.1% | -1.0% | -2% | i | 9% | -4% | 9% | 0.4%
c1ccc2c(c1)CC/C2=N/Nc1nc2ccccc2[nH]1 | -1% | -2.7% | -0.3% | -18% | i | -2% | 5% | -4% | -0.4%
O=C(NC(=S)NCCCN1CCOCC1)c1ccco1 | 1% | -1.9% | -9.8% | -2% | i | 10% | -12% | 6% | nt
CC(C(=O)Nc1cccc([N+](=O)[O-])c1)[n+]1ccccc1 (stereo unspecified) | 4% | -0.6% | -2.2% | 1% | i | 0% | 5% | 9% | -0.2%
CCOC(=O)N1CCN(CC(=O)Nc2sccc2C#N)CC1 | 2% | 0.8% | -4.2% | 2% | i | -3% | -14% | 0% | -0.6%
CC1=Nc2ccccc2NC(=O)C1Sc1nnc(C)s1 (stereo unspecified) | 1% | 1.1% | -13% | 0% | i | 3% | 5% | -7% | 0.4%
Cc1ccc(C)c(N2CCN(C(=O)C3CCN(S(=O)(=O)c4cccc5nsnc45)CC3)CC2)c1 | 3% | 2.0% | -4.2% | 3% | nt | -2% | 0% | -2% | nt
CC(C)CNS(=O)(=O)c1cc(C(=O)O)c(Cl)cc1Cl | 0% | nt | nt | -5% | i | 7% | nt | 5% | 0.8%
CCC(=O)N1c2ccccc2NC2=C(C(=O)CCC2)C1c1cccnc1 (stereo unspecified) | 14% | nt | -3.6% | 0% | i | 18% | -6% | -9% | 0.2%
O=C(/C=C\Nc1ccc(S(=O)(=O)Nc2ncccn2)cc1)c1cccc2ccccc12 | 6% | nt | nt | 3% | i | -6% | nt | 4% | 0.7%
O=[N+]([O-])c1ccc(O)c(Nc2ncnc3ccc(Br)cc23)c1 | -1% | -1.0% | -7.3% | -4% | i | 8% | 2% | 4% | -1.2%
Cc1ccnc(SCCn2c(N3CCN(c4ccccc4)CC3)nc3c2c(=O)[nH]c(=O)n3C)n1 | 6% | 1.7% | -3.3% | -2% | nt | -13% | -5% | -8% | nt
CSc1nc(C)cc(Oc2ccc(=O)n(C)n2)n1 | 4% | -1.9% | 5.8% | 0% | i | -4% | 8% | 4% | -0.3%
Cc1cs/c(=N\N=C\c2ccccc2)n1Cc1ccco1 | 11% | 0.7% | -7.9% | 14% | i | 2% | -6% | -1% | -0.7%
CC(=O)Nc1sc(/C(C#N)=C\c2cccc(Cl)c2)nc1-c1ccc(C)cc1 | 2% | -1.1% | 4.3% | -1% | nt | -144% | 6% | -15% | nt
CCS(=O)(=O)NCC(c1cccnc1)N1CCN(c2ccc(OC)cc2)CC1 (stereo unspecified) | 2% | 0.8% | -2.1% | 3% | i | 5% | 8% | 4% | 1.9%
CCN(CC)C(=O)CSc1nnc(NC(=O)CCc2ccccc2)s1 | 3% | -0.2% | -2.6% | 4% | i | 8% | 0% | -6% | -0.8%
COC(=O)C(NNc1ccc(F)cc1)(NC(=O)c1ccccc1)C(F)(F)F (stereo unspecified) | 1% | 7.0% | 1.7% | 3% | i | 9% | -186% | 3% | -0.1%
COc1cc(NC(=O)Cc2c(C(=O)O)n(C)c3ccccc23)cc(OC)c1OC | 1% | -11% | -6.3% | 2% | i | 16% | 18% | 6% | 0.8%
Cc1cc(NC(=O)c2nn3cccnc3c2Cl)no1 | 5% | -5.6% | -3.4% | 0% | i | -3% | -3% | 6% | 0.5%
COC(=O)c1ccc(N2CCN(S(=O)(=O)c3ccc(C)cc3)CC2)c([N+](=O)[O-])c1 | 3% | -1.3% | -6.1% | 2% | i | -5% | 10% | 9% | 0.1%
